Compound activity from PubChem.
H9c2 protect: cardioprotection against H2O2-induced cell death, primary screen, uHTS, H9c2 cells, ATPLite luminescence. H9c2 cardiomyocytes, H2O2 injury protection, 2 h. protection from H2O2 cell death, % at 20 µM. hit rate 0.63% among 360,000;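 active = compounds giving at least 50% protection of heart cells from peroxide-induced death in the single-dose screen, raw or plate-pattern-corrected value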;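 also: 0% = DMSO wells with peroxide and 100% = DMSO wells without peroxide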
NR2E3 ag-1: inhibitors of NR2E3-RetCOR corepressor binding, primary screen, NR2E3 agonist project, biochemical, TR-FRET, GST-NR2E3, biotin-RetCOR; Photoreceptor-specific nuclear receptor (Homo sapiens), Q9Y5X4; 1536-well; inhibition of corepressor binding, % at 4.78 µM; hit rate 0.12% among 320,000; AID 2300, 2010;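 active = percent inhibition above the cutoff of mean plus 3 SD of all tested compounds, set per screening campaign, cut at about 20% in these data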;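 also: 0% = DMSO wells and 100% = biotin wells as full block of FRET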
Target sequence (Q9Y5X4 whole entry, looked up): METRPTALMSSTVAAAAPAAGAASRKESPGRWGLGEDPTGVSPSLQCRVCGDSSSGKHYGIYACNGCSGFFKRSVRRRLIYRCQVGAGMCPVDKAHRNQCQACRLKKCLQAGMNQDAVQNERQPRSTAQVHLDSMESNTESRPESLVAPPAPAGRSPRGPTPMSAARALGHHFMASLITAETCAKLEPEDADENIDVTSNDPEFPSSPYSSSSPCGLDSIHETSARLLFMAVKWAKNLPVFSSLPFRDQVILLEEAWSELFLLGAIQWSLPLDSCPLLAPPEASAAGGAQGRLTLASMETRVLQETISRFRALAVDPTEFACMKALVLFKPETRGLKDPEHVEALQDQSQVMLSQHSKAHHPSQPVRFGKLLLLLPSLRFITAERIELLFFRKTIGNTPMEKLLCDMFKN
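system = GST-tagged NR2E3 plus biotinylated RetCOR corepressor | input = 1.35 nM GST-NR2E3 | also added = 7 nM biotin-RetCOR | schedule = 5 h incubation at 4 °C | measured by = TR-FRET with europium anti-GST and streptavidin-D2, 340 nm excitation | read-out = percent loss of FRET ratio relative to control wells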
m5-HT2A agonist: mouse Htr2a agonists via beta-arrestin recruitment, primary screen, cell-based, luminescence; 5-hydroxytryptamine receptor 2A (Mus musculus), P35363; CHO-K1 mHTR2A beta-arrestin complementation; percent of 30 µM serotonin response; activation, % at 7.6 µM; hit rate 0.66% among 360,000; AID 624169, 2012;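 active = activation above a run cutoff, the mean activation of all tested compounds plus 3 SD, cut at about 14% in these data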;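 also: 0% = plate median of compound wells and 100% = 30 µM serotonin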
NR2E3 ag-2: NR2E3 agonists in two-hybrid cells, primary screen, cell-based, luminescence, CHO-S, Gal4-NCOR/VP16-NR2E3. Photoreceptor-specific nuclear receptor (Homo sapiens), Q9Y5X4. luciferase. inhibition of corepressor binding, % at 3.98 µM. hit rate 0.35% among 360,000. AID 602229, 2012;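 active = inhibition above the mean of all tested compounds plus 3 SD, cut at about 70% in these data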;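 also: 0% = DMSO with NR2E3 transfected cells and 100% = cells lacking NR2E3 construct; higher means lower luciferase signal from less NR2E3 corepressor binding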
PDI inh: inhibitors of human PDI, primary screen, biochemical, turbidity, single point, plate reader; Protein disulfide-isomerase (Homo sapiens), P07237; PDI insulin aggregation turbidity, A650, 90 min; inhibition, % at 10 µM; hit rate 0.052% among 350,000; AID 588391, 2011;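 active = mean inhibition across replicates of 30% or more, whatever share of single replicates reach that level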;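 also: absorbance from insulin aggregation driven by PDI reduction with DTT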
Target sequence (P07237 whole entry, looked up): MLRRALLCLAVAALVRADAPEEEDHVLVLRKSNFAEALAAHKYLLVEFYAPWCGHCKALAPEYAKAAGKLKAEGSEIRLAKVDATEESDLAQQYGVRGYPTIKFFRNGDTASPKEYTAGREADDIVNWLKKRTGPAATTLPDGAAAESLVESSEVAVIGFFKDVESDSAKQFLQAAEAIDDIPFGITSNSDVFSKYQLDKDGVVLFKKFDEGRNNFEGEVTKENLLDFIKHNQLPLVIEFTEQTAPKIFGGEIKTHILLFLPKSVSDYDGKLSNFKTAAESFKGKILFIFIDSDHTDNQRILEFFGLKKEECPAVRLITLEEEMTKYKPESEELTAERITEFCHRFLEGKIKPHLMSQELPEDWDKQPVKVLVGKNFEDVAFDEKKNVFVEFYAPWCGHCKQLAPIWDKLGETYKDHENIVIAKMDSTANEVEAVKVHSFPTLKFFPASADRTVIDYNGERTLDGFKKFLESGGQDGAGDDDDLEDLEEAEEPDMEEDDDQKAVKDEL
HIF-2a block: HIF-2a reporter inhibitors, primary screen, luminescence, 786-0 RCC cells; AID 624352, 2012; hit rate 0.72% among 360,000; 786-0 RCC cells HIF-2a reporter, luciferase luminescence, overnight; inhibition, % at 18.8 µM;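 active = inhibition of the luminescence signal of 40% or more relative to plate controls, in a single-dose primary screen at 18.75 µM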
Peg3 prom inh: Peg3 promoter-driven luciferase inhibitors, primary screen, cell-based, HeLa, luciferase luminescence. HeLa PEG-Prom luciferase reporter, overnight. hit rate 1.7% among 360,000. inhibition, % at 20 µM;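 active = inhibition of at least 50% at 20 µM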
iPSC survival up: enhancers of single-cell hiPSC survival, primary screen, ATPlite luminescence | AID 602274, 2012 | hit rate 0.044% among 360,000 | survival enhancement, % at 20 µM | 100% = ROCK inhibitor wells, 0% = DMSO; in the data active = survival enhancement above about 18%;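 also: cells exposed to compounds for 16 hours before the ATP read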
Shn3 3UTR inh: reduction of Shn3 3'UTR firefly luciferase signal, primary screen, Schnurri-3 inhibitor project, cell-based, Clone20 osteoblasts, set 2. Clone20 osteoblast Shn3 3'UTR firefly luciferase, 24 h. inhibition, % at 12.5 µM. hit rate 0.52% among 360,000. AID 588674, 2011;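 active = mean inhibition of at least 75% with every replicate also reaching 75%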;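 also: 0% = median of neutral control wells and 100% = pilot-screen positive control compound; some compounds past the cut are filed as inactive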
MITF TRPM1 inh: inhibitors of MITF-dependent TRPM1 promoter reporter, primary screen, cell-based, SK-MEL-5, single point, luciferase; hit rate 0.83% among 330,000; inhibition, % at 12.5 µM; SK-MEL-5 TRPM1 promoter luciferase, 24 h;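 active = mean inhibition across replicates of 60% or more, whatever share of single replicates reaches that level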; also: values of inactives mirror those of a sister screen read the other way
CaV13 FRET inh: Disruptors of the CACNA1D IQ motif to Ca2+-dependent inactivation inhibitor domain association, primary screening, Förster resonance energy transfer in intact living …. HEK cells, CFP/YFP FRET ICDI-IQ, plate reader, 10 min; percent FRET-ratio fall versus neutral wells. inhibition, % at 12.3 µM. hit rate 0.098% among 340,000. AID 743397;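 active = mean replicate inhibition of at least 30% and at least 1% of replicates passing that level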;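 also: 0% = median of the neutral control wells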
* marks the source's active call; other numbers are inactive results; . = not tested or not shown.

Each structure is followed by: CaV13 FRET inh	m5-HT2A agonist	MITF TRPM1 inh	HIF-2a block	iPSC survival up	NR2E3 ag-2	NR2E3 ag-1	PDI inh	Shn3 3UTR inh	Peg3 prom inh	H9c2 protect
CCn1c(SCC(N)=O)nnc1-c1ccco1
    -6	7	14	2	-2.4	-3	0	-4	-6	6	1
COC(=O)c1cccc(N2C(=O)C(Cl)=C(N3CCOCC3)C2=O)c1
    -5	6	5	-3	0.8	-6	-1	2	-13	5	-2
Cc1cc(C(=O)Nn2cnnc2)cs1
    -7	4	-7	-3	0.7	-1	0	-4	-12	12	4
COc1ccc(C(=O)Nc2cccc(-c3ccc(N4CCOCC4)nn3)c2)cc1
    -3	-4	-89	-187	-0.4	-120	-2	7	-76	-256	-4
N/C(=N\OC(=O)C1CCCCC1)c1cccc(Br)c1
    .	4	-104	-231	-0.6	-16	1	-2	-91	-166	-12
COc1ccc(S(=O)(=O)Nc2cc(C)nn2-c2ccccc2)cc1
    -1	-1	-4	10	-1.2	-17	8	8	11	13	12
O=C(O)c1ccc(N=Nc2c(O)[nH]c3cc(Cl)ccc23)cc1
    -6	1	-102	-275	-0.5	-126	4	9	-50	-192	7
S=C(NC1CCCCC1)NN(c1ccccc1)c1ccccc1
    -2	-6	2	28	-1.8	14	1	-2	-10	19	-9
CC(NC(=O)CCNC(=O)c1ccc(Br)cc1)c1ccc(-n2ccnc2)cc1 (stereo not drawn)
    -6	2	3	5	-0.5	0	0	6	-33	11	0
c1ccc(-n2c(SCc3nc(-c4cccs4)no3)nnc2-c2ccco2)cc1
    -9	0	-8	9	-2.8	-2	2	-2	27	25	-10
CN1C2Cc3c(n(C)c4ccccc34)C1CC=C2CO (stereo not drawn)
    -5	1	-13	14	2.4	-25	1	-1	-26	-28	12
CCC(=O)Nc1ccc(S(=O)(=O)N2CCc3ccccc32)cc1
    -2	0	17	18	1.3	-14	2	2	21	15	-1
COc1cc(/C=N/Nc2ccccn2)cc(OC)c1O
    8	0	-10	-72	-2.5	-14	0	-1	-28	-55	-1
CCOC(=O)CCNC(=O)N1CCCC(Cc2ccccc2)(C(=O)OCC)C1 (stereo not drawn)
    -5	6	-2	19	0.0	-8	-1	-7	7	5	5
CN(Nc1cccc(Cl)c1)c1cccc(Cl)c1
    -6	-4	-4	-45	-1.5	1	.	1	5	29	-10

Ordered by length of the SMILES (rising): part of the list above.
Each structure is followed by: CaV13 FRET inh	m5-HT2A agonist	MITF TRPM1 inh	HIF-2a block	iPSC survival up	NR2E3 ag-2	NR2E3 ag-1	PDI inh	Shn3 3UTR inh	Peg3 prom inh	H9c2 protect
CN(Nc1cccc(Cl)c1)c1cccc(Cl)c1
    -6	-4	-4	-45	-1.5	1	.	1	5	29	-10
COc1cc(/C=N/Nc2ccccn2)cc(OC)c1O
    8	0	-10	-72	-2.5	-14	0	-1	-28	-55	-1
S=C(NC1CCCCC1)NN(c1ccccc1)c1ccccc1
    -2	-6	2	28	-1.8	14	1	-2	-10	19	-9
CCC(=O)Nc1ccc(S(=O)(=O)N2CCc3ccccc32)cc1
    -2	0	17	18	1.3	-14	2	2	21	15	-1
COc1ccc(S(=O)(=O)Nc2cc(C)nn2-c2ccccc2)cc1
    -1	-1	-4	10	-1.2	-17	8	8	11	13	12
c1ccc(-n2c(SCc3nc(-c4cccs4)no3)nnc2-c2ccco2)cc1
    -9	0	-8	9	-2.8	-2	2	-2	27	25	-10

Later entries.
Each structure is followed by: CaV13 FRET inh	m5-HT2A agonist	MITF TRPM1 inh	HIF-2a block	iPSC survival up	NR2E3 ag-2	NR2E3 ag-1	PDI inh	Shn3 3UTR inh	Peg3 prom inh	H9c2 protect
Cc1ccc(NC(=O)/C(C#N)=C/c2cn(CC(=O)NCc3ccco3)c3ccccc23)cc1C
    -79	3	12	8	0.1	-19	1	-9	9	36	7
O=C(CSc1nnc2c(Cl)cc(Cl)cn12)N1CCOCC1
    -9	-5	1	-24	5.1	4	4	-1	-15	5	-2
COC(=O)C1=C(C)N(Cc2ccc(C)cc2)C(=O)/C1=C\c1cc(OC)c(OC)c(OC)c1
    -3	-3	10	51*	1.2	11	0	-4	-11	-17	-1
CC(C)(C)Sc1ccc2nc3c(n2c1)CCCC3
    -5	0	-16	-40	3.5	-25	-2	-9	10	-31	-10
C[C@@H](NC(=O)[C@@H]1Cc2ccccc2CN1C(=O)OC(C)(C)C)C(=O)NCc1ccco1
    -14	-3	0	7	-0.1	-4	6	5	7	-5	-1
CCc1ccc(OCc2nnc(SCc3ccc(C(=O)O)cc3)o2)cc1
    -7	4	15	14	0.4	-3	5	8	-14	-5	-2
CN1/C(=C\C(=O)Nc2ccc(F)cc2)C(C)(C)c2ccccc21
    -6	-2	1	-17	-0.7	7	1	-10	1	-42	-1
COC(=O)c1c(NC(=O)/C=C/C(=O)O)sc(Cc2ccccc2)c1C
    .	0	20	25	-0.1	-17	2	4	-15	41	-3
COc1ccc(NC(=O)COc2cccc3c2CCNC3=O)cc1
    -6	1	-5	17	-0.4	-40	.	-6	12	10	68*
C=CCNCCCCOc1ccc(C)cc1[N+](=O)[O-]
    0	-7	10	1	-0.7	1	1	-3	-10	-1	12
Cc1cccc(C)c1Nc1nnc(SCC(=O)Nc2cc(S(=O)(=O)N3CCCCC3)ccc2Cl)s1
    -3	-1	-2	19	-1.4	-4	0	-10	-2	17	1
CCc1cc2c(=O)c(-c3ccc4c(c3)OCCO4)coc2cc1OS(C)(=O)=O
    -6	1	-79	-221	-1.9	-188	3	-71	-57	-200	-4
OCC1(Cc2cccc(C(F)(F)F)c2)CCN(Cc2cc(F)cc(F)c2)CC1
    -3	7	6	22	-0.5	-4	0	2	7	21	-8
Cc1ccc(C(c2sc3nc(C)nn3c2O)N2CCN(c3ccccc3F)CC2)cc1 (stereo not drawn)
    -3	1	-2	16	-0.4	-6	3	-2	0	34	11
O=Cc1ccc(N2N=C(c3ccccc3)CC2c2ccccc2)cc1 (stereo not drawn)
    -53	-9	15	9	1.2	-1	1	-8	-13	15	-4
O=C(Cn1cnc2ccccc2c1=O)NCC1COc2ccccc2O1 (stereo not drawn)
    .	2	-5	5	0.2	-23	1	1	-3	1	-6
COc1ccc(/C=C/C(=O)Nc2ccccc2Cl)cc1S(=O)(=O)N1CCOCC1
    -7	-2	-11	-31	1.4	7	-3	13	-10	-4	4
c1cc2c(cc1CN1CCN(C3CCCCCC3)CC1)OCO2
    -4	-9	6	7	0.3	-10	1	-4	-7	-2	-2
COC(=O)[C@H](C)N(Cc1ccc(Cl)c(Cl)c1)S(=O)(=O)CCNC1CCCC1
    .	-6	-21	-26	1.8	2	.	-3	-11	-7	2
COc1cc(N=c2c([N+](=O)[O-])nn(-c3ccc4c(c3)OCCO4)n2O)cc(OC)c1
    -9	-3	-17	-88	-1.8	-91	1	-2	8	-192	-4
COc1ccc2oc(=O)c(C(=O)Nc3ccccc3O)cc2c1
    -17	3	-56	-223	-0.6	-150	1	9	-20	-197	-6
O=C(Nc1ncccc1Cl)c1cc2ccccc2o1
    -3	3	-53	-201	-0.4	-8	4	-2	-83	-388	-11
COc1ccc(NS(=O)(=O)c2ccc3[nH]c(=O)[nH]c3c2)cc1OC
    -4	-7	-6	6	-0.4	20	5	-7	4	-1	2
CC(=O)Nc1ccc(C(=S)NCc2ccco2)cc1
    -4	0	-5	-40	3.0	-13	3	3	3	-58	6
CCC(=O)c1c(NCCc2ccccc2)cc(C)oc1=O
    0	-3	-2	9	-0.6	1	1	8	-13	7	10
COc1ccc2nc(N3CCOCC3)cc(C)c2c1
    -3	-3	-63	-192	-0.6	-103	0	1	-92	-221	-12

HIF-2a block: entries above that show a hit
| compound | CaV13 FRET inh | m5-HT2A agonist | MITF TRPM1 inh | HIF-2a block | NR2E3 ag-2 | NR2E3 ag-1 | PDI inh | Shn3 3UTR inh | Peg3 prom inh |
| --- | --- | --- | --- | --- | --- | --- | --- | --- | --- |
| COC(=O)C1=C(C)N(Cc2ccc(C)cc2)C(=O)/C1=C\c1cc(OC)c(OC)c(OC)c1 | -3 | -3 | 10 | 51* | 11 | 0 | -4 | -11 | -17 |
